High-throughput results deposited in PubChem by several laboratories.
TNAP activators: human TNAP enzyme activators, primary screen, biochemical, luminescent, no phosphate acceptor, uHTS (AID 1001) | purified TNAP, luminescent activation assay, no phosphate acceptor; higher activation fold means a stronger effect | activation fold at 20 µM, or EC50 in µM where a hit was titrated | actives 0.03% (n = 200,000); in the data active = activation fold from about 3, or a potency from the dose series; inactive = the rest, 99 in 100 with activation fold below about 1.6; note: many of its hits are not listed in these tables
M1AAP inhibition: P. falciparum M1AAP inhibitors, biochemical, fluorogenic H-Leu-NHMec substrate, 1536-well (AID 1445); Aminopeptidase N (Plasmodium falciparum (isolate 3D7)); recombinant M1AAP, H-Leu-NHMec fluorogenic kinetic assay; higher % means a stronger effect; inhibition, % at 30 µM; hits with a dose series show IC50 in µM; actives 0.42% (n = 220,000);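 active = primary inhibition above the hit cutoff, then over 50% inhibition at one or more dose response concentrations, cut at about 23% in these data, passing the limit was not always enough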;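 note: plate controls were DMSO full reaction for no effect and no enzyme background for full effect; strong numbers were not always called active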
CSM14.1 death rescue: rescue of cells from ER stress-induced death, primary screen, 384-well, CSM14.1, thapsigargin, ATP luminescence (AID 1222). 190,000 tested, under 10 active. one-dose cellular ATP content (survival), % at 20 µM; EC50 in µM for titrated hits. CSM14.1 thapsigargin-induced death rescue, ATP luminescence; higher % means a stronger effect;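 active = EC50 below 50 µM in the dose-response confirmation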;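 note: death triggered by thapsigargin at about 15 µM added after 2 h compound pretreatment; cell ATP read after overnight thapsigargin exposure of roughly 18 to 22 hours; normalized against plate controls of thapsigargin alone and 5% DMSO vehicle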
human PMI inhibition: inhibitors of human PMI, primary screen, biochemical, fluorescence intensity, coupled assay (AID 1209); purified PMI enzyme, coupled fluorescence intensity; higher % means a stronger effect; inhibition, % at 20 µM; hits with a dose series show IC50 in µM; actives 0.42% (n = 190,000);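 note: plate controls were DMSO vehicle for no effect and wells lacking substrate for full effect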
Lipid droplet: inhibitors of hepatocyte lipid droplet formation, primary screen, imaging, high-throughput imaging, BODIPY stain | AID 1656, 2009 | AML12 mouse hepatocytes, oleate lipid droplets | actives 0.4% (n = 240,000) | inhibition, % at 6.5 µM;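 active = lipid droplet intensity inhibited by at least 50%, with more than 500 cells counted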
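Test system: AML12 mouse liver cells; schedule: overnight exposure; technique: high-content imaging of BODIPY-stained droplets and DAPI nuclei; read-out: % inhibition of corrected integrated BODIPY droplet signal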
WT yeast gro inh: growth inhibition of WT strain, primary screen, mitochondrial fusion inhibitor project, WT and mutant strains, chemical genetic; inhibition, % at 10 µM; mitochondrial fusion phenotypic screen; actives 2.1% (n = 190,000); in the data active = inhibition above about 58%; tested in S. cerevisiae
K1F lysis inhibition: inhibition of K1F phage lysis, E. coli UTI89, bacterial capsule biogenesis inhibitors, alamar blue (AID 488966) | E. coli UTI89 K1F phage lysis, alamar blue, 2 h; higher % means a stronger effect | inhibition, % at 100 µM, or IC50 in µM where a hit was titrated | actives 0.02% (n = 340,000);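 active = phage lysis inhibition, versus mean bacterial control, above a set limit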;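 note: capsule biogenesis inhibitors block K1F phage lysis so surviving cells raise fluorescence; higher fluorescence means more inhibition of phage lysis; actives were called in the ten point dose series up to 300 µM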
Myeloid diff 2: induction of myeloid progenitor differentiation, primary screen, cell-based, flow cytometry, MLPCN library | ER-HoxA9 myeloid progenitors, lysozyme-GFP differentiation | calls only at 10 µM | actives 1% (n = 360,000) | AID 624256, 2012;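 active = normalized GFP-positive differentiation at or above the plate's own cutoff, the solvent-only control mean plus 3 SD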;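 note: cells exposed to compound for four days before flow analysis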
PMI inhibition: human PMI inhibitors, high substrate, primary screen, biochemical, fluorescence intensity, high mannose 6-phosphate (AID 1220) | recombinant PMI enzyme, coupled fluorescence intensity; higher % means a stronger effect | one-dose inhibition, % at 20 µM; IC50 in µM for titrated hits | actives 0.66% (n = 190,000)
WT yeast gro inh mutant strain: further read-out of WT yeast gro inh, marked with its call; inhibition, %; mitochondrial fusion phenotypic screen, mutant strain inhibition
Lipid droplet cells 6.5 µM: also measured in Lipid droplet; calls as there; cell count; measured here: cell count, cytotoxicity flag;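 cells counted across two imaged fields per well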
Myeloid diff 2 GFP+ MAC1+ %: also measured in Myeloid diff 2; calls as there; GFP+ MAC1+ double positive, %; measured here: differentiation confirmed by MAC1 staining
* hit, by the source's call; i = inactive; x = not tested or not shown; [ ] = remark or other dose. Cut-off read from the data, not from the text of the source, unless noted: active = inhibition above about 50%; inactive = the rest.

Order of values: TNAP activators	M1AAP inhibition	CSM14.1 death rescue	human PMI inhibition	Lipid droplet	Lipid droplet cells 6.5 µM	WT yeast gro inh	WT yeast gro inh mutant strain	K1F lysis inhibition	Myeloid diff 2	Myeloid diff 2 GFP+ MAC1+ %	PMI inhibition
- COc1ccc(NS(=O)(=O)c2ccc(OCC(=O)N3CCCC3)cc2)cc1
→ 1.1	-2%	-2.7%	10%	12	636	1	3	1.5%	i	5.5	3%
- N/C(=N/S(=O)(=O)c1ccccc1)c1cccc([N+](=O)[O-])c1
→ 1.1	5%	2.3%	1%	-29	742	-4	1	-0.5%	i	0.3	0%
- CSc1nnc(Cn2c(=O)sc3ccccc32)n1C
→ 1.1	7%	0.8%	-9%	6	742	-7	-6	-0.1%	i	1.5	0%
- CC(NC(=O)NCc1cccnc1)(C(F)(F)F)C(F)(F)F
→ 1	-2%	-2.9%	-4%	x	x	10	-12	-0.3%	i	1.6	-1%
- OCC1(Cc2cccc(Cl)c2)CCCN(Cc2cn[nH]c2C2CCCCC2)C1 (stereo unspecified)
→ 1	x	-2.6%	12%	-25	715	-9	-27	0.5%	i	0.1	8%
- CC(C)Cn1nnc2c(=O)oc3ccccc3c21
→ 1	9%	1.0%	-2%	x	x	7	28	0.4%	i	3.4	-7%
- CCNc1nc(N)c(C(=O)C23CC4CC(CC(C4)C2)C3)s1
→ x	3%	x	x	-6	744	x	x	1.0%	i	0.3	x
- COc1ccc(-c2cc3nc(C)c(CCC(=O)NCc4ccco4)c(C)n3n2)c(OC)c1
→ 1	2%	1.1%	-6%	1	715	18	10	9.6%	i	1.9	-3%
- CCn1c(/C=C/N(C)c2ccccc2)[n+](CC)c2ccc(Cl)cc21
→ 1.1	32%	-3.1%	26%	-1	648	15	14	0.1%	i	14	16%
- O=C1CSC(c2ccccn2)N1c1ccccc1F (stereo unspecified)
→ 1.1	2%	9.3%	6%	-1	684	-7	-2	0.2%	i	0.2	0%
- COC(=O)c1[nH]c2ccccc2c1NC(=O)c1c(F)cccc1F
→ x	2%	x	x	-10	691	x	x	-1.4%	i	1.5	x
- O=c1[nH]c(N2CCN(c3ccccc3)CC2)nc2c1CCC2
→ 1.1	2%	-2.6%	8%	12	803	1	4	-0.1%	i	0.6	3%
- CCC(C)(C)n1nnnc1C(c1ccccc1OC)N1CCSCC1 (stereo unspecified)
→ 1.1	9%	-2.2%	13%	-20	741	13	-6	0.0%	i	4.9	17%
- CC/C(=N\NC(=O)CSCc1ccccc1Cl)c1ccc2c(c1)OCCO2
→ 1.1	9%	1.0%	10%	8	638	1	-2	3.0%	i	0.3	-2%
- CCCOc1ccc(CNC(=S)N/N=C/c2ccc([N+](=O)[O-])cc2)cc1
→ 1	-2%	1.1%	23%	-10	757	4	16	0.8%	i	0.8	16%
- O=C(COc1cccc2cccnc12)Nc1ccccc1N1CCOCC1
→ 1.1	6%	2.5%	1%	3	790	7	9	0.3%	i	0.3	0%
- COC1(OC)N=C(NC(=O)Nc2ccccc2)C2(C#N)C(c3ccccc3)C12C#N (stereo unspecified)
→ 1.1	1%	-1.1%	11%	x	x	-1	8	0.9%	i	1.1	7%
- COC(=O)CC(NS(=O)(=O)c1cccs1)c1ccccc1Cl (stereo unspecified)
→ 1	-3%	-3.7%	7%	13	640	-4	-8	0.8%	i	0.7	5%
- N#C/C(=C/c1ccc([N+](=O)[O-])cc1)C(N)=O
→ 1.1	8%	-1.4%	-2%	-10	711	4	6	-0.1%	i	0.7	19%
- O=C(c1ccc2c(c1)OCO2)N(Cc1cccs1)C1(C(=O)NC2CCCCC2)CCCCC1
→ 1.2	-2%	-3.1%	8%	-18	670	62*	-3.3*	6.5%	i	0.8	12%
- CN(C(=O)c1ccccc1C(=O)c1ccccc1)C1CCS(=O)(=O)C1 (stereo unspecified)
→ 1.1	-3%	-0.8%	2%	x	x	8	-5	2.1%	i	7.8	-8%
- CSc1nc(=S)cc(C)[nH]1
→ x	8%	x	x	5	673	x	x	-0.1%	i	0.8	x
- COC(=O)c1cc(NC2c3ccccc3C(=O)N2c2ccc(Cl)cn2)cc(C(=O)OC)c1 (stereo unspecified)
→ 1	0%	2.6%	8%	-13	765	27	8	-0.3%	i	2.6	7%
- Cc1ccc(C(=O)NCCN(C)C)c(C)c1
→ 1.1	1%	-1.6%	10%	1	716	-11	3	1.4%	i	1.6	8%
- Cc1nc2ccccc2c(=O)n1/N=C/C=C/c1ccccc1
→ x	3%	x	x	22	777	x	x	-1.8%	i	0.3	x
- c1ccc(CN(Cc2ccco2)C(c2ccncc2)c2nnnn2C2CCCC2)cc1 (stereo unspecified)
→ 1.1	6%	-2.3%	5%	-19	663	-7	-10	-0.5%	i	2.9	5%
- CCCC1=NN2C(=N)/C(=C\c3cc(C)n(-c4cc(C)cc(C)c4)c3C)C(=O)N=C2S1
→ 1.1	1%	-3.8%	7%	12	620	14	-4	-0.2%	i	0.2	15%
- Cc1cc(C)c(C#N)c(SCc2nc3ccccc3c(=O)[nH]2)n1
→ 1.2	0%	6.6%	-8%	11	703	-14	-6	-2.3%	i	0.5	-12%
- Cc1cc(N2CCN(C/C=C/c3ccccc3)CC2)n2ncnc2n1
→ 1.1	7%	1.0%	12%	x	x	-9	-4	2.9%[50 µM]	i	6.1	18%
- O=C(C[n+]1ccccc1)Nc1nc2ccccc2s1
→ 1	4%	-1.7%	-19%	-12	600	2	-2	1.1%[50 µM]	i	1.5	-16%
- CCN1CCN(c2ccc(NC(=O)c3cccnc3)cc2Cl)CC1
→ 1.1	-1%	-0.6%	-1%	x	x	-13	-2	-0.3%	i	0.9	-2%
- COC(=O)c1cc(Cl)c(NS(=O)(=O)c2ccccc2)cc1OC
→ 1.1	8%	-2.7%	11%	2	714	-2	-7	-1.3%	i	0.8	1%
- CC(C)(C)CC(=O)Nc1ccc(Nc2ccccc2)cc1
→ 1	-4%	-2.8%	5%	x	x	33	13	2.7%	i	0.0	4%
- CCOC(=O)N1CCC(Nc2c(OCC)c(=O)c2=O)CC1
→ 1.2	0%	-1.0%	3%	x	x	9	6	1.6%	i	1.4	1%
- COc1ccc(-n2cnnc2SCC(=O)Nc2cc(S(=O)(=O)N3CCCCC3)ccc2C)cc1
→ 1	3%	24%	-5%	-69	591	-13	8	0.2%	i	0.7	5%
- COC(=O)c1ccc(COc2cc(O)c3c(c2)OC(C)(C)CC3=O)cc1
→ 1.1	4%	-0.9%	8%	-1	769	4	-12	0.2%	i	1.1	-2%
- CC(C)(C)c1ccc(N/N=C(\C#N)S(=O)(=O)C(C)(C)C)cc1
→ 1	10%	-13%	-16%	2	665	5	-1	5.8%	i	0.1	-9%
- CC1CCN(C(=O)COC(=O)c2cc3ccccc3cc2O)CC1
→ 1.3	-4%	0.6%	2%	x	x	6	-6	0.2%	i	1.0	13%
- COc1ccc(/C=N/Nc2nc(-c3ccc(Cl)cc3)cc(C(F)(F)F)n2)cc1OC
→ 1.1	4%	20%	23%	-8	652	63*	46*	7.0%	i	0.3	10%
- O=[N+]([O-])c1ccc(Cl)cc1NCCCN1CCOCC1
→ 0.9	0%	3.0%	3%	4	656	7	22	0.3%	i	0.0	0%
- O=C(O)/C=C/c1cn(-c2ccccc2)nc1-c1cc2ccccc2o1
→ x	6%	x	x	-1	685	x	x	0.2%	i	1.0	x
- Cc1nnc(SCC(=O)Nc2ccc(N(C)C)cc2)n(N)c1=O
→ 1.5	4%	-1.7%	4%	44	672	2	4	0.3%	i	0.5	12%
- CCC(C)NC(=O)Cn1c(=O)n(CCCC(=O)NCc2ccccc2Cl)c(=O)c2ccccc21 (stereo unspecified)
→ 1.1	1%	0.4%	5%	4	789	-10	5	0.4%	i	0.3	0%
- O=c1c2ccccc2cnn1CCOc1ccccc1
→ 1.1	-2%	-2.8%	2%	-4	659	-1	-14	-0.1%	i	0.4	8%
- CCCn1c(C(C)C)n[nH]c1=S
→ x	0%	x	x	-6	691	x	x	-0.1%	i	0.1	x
- CCSc1nnc(C)c2ccccc12
→ 1.2	8%	-1.2%	6%	x	x	-25	-18	1.5%	i	0.9	0%
- COc1cccc(C(C2=C(O)CC(C)(C)CC2=O)C2C(=O)CC(C)(C)CC2=O)c1 (stereo unspecified)
→ 1	-4%	1.9%	-24%	-3	674	4	-3	0.5%	i	1.4	-20%
- O=c1c2ccccc2cnn1Cc1n[nH]c(=S)n1-c1ccccc1
→ 1	3%	-1.5%	-5%	3	679	-9	-19	-1.3%	i	0.4	12%
- Cc1noc(C)c1CSc1nc2ccccc2n1CCc1ccccc1
→ 1	2%	5.6%	12%	-21	755	21	14	-0.2%	i	0.6	4%
- CCn1c(SCc2ccc(F)cc2)nnc1C1CCN(S(=O)(=O)c2ccc(OC)cc2)CC1
→ 1.2	-5%	1.6%	6%	-1	627	-13	-15	0.0%	i	0.6	7%
- CC(C)(C)NC(=O)C(=O)NNC(=O)COc1ccccc1
→ 1.3	20%	-1.6%	7%	-8	451	-10	-2	2.2%	i	0.9	-8%
- COC(=O)c1cn(C(=O)c2ccccc2F)nc1N
→ 1.1	1%	-2.9%	8%	19	605	-18	-35	-0.3%	i	2.3	9%
- COc1ccc(CN(C(=O)c2nsc(Cl)c2Cl)C(C(=O)NC2CCCC2)c2ccc(OC)cc2)cc1 (stereo unspecified)
→ 1.1	5%	-2.4%	18%	27	621	30	5	0.0%	i	0.3	13%
- O=C(CSc1nnc(Nc2ccccc2F)s1)c1cc2ccccc2o1
→ 1	-3%	-2.6%	-1%	-2	579	21	4	2.1%	i	1.1	-2%
- Cc1cc(Cl)cc(Cl)c1OCCOc1cccc2cccnc12
→ 1.2	2%	-0.9%	12%	0	769	x	x	0.0%	i	1.0	8%

In the list so far, these contain a tert-butyl group.
Order of values: TNAP activators	M1AAP inhibition	CSM14.1 death rescue	human PMI inhibition	Lipid droplet	Lipid droplet cells 6.5 µM	WT yeast gro inh	WT yeast gro inh mutant strain	K1F lysis inhibition	Myeloid diff 2	Myeloid diff 2 GFP+ MAC1+ %	PMI inhibition
- CC(C)(C)CC(=O)Nc1ccc(Nc2ccccc2)cc1
→ 1	-4%	-2.8%	5%	x	x	33	13	2.7%	i	0.0	4%
- CC(C)(C)c1ccc(N/N=C(\C#N)S(=O)(=O)C(C)(C)C)cc1
→ 1	10%	-13%	-16%	2	665	5	-1	5.8%	i	0.1	-9%
- CC(C)(C)NC(=O)C(=O)NNC(=O)COc1ccccc1
→ 1.3	20%	-1.6%	7%	-8	451	-10	-2	2.2%	i	0.9	-8%
